Screening data from PubChem BioAssay.
KDM4E inh = inhibitors of human JMJD2E histone demethylase; B2RXH2; JMJD2E catalytic domain, FDH-coupled NADH fluorescence (FDH is formaldehyde dehydrogenase); Potency, µM (highest dose often 57.1 µM), without a hit: at the top dose activity change, negative = inhibition, actives largely listed as inhibitors; 230,000 tested, 1.6% active; active = well fitted inhibition curve with a large enough effect, not every such curve was filed as active; inconclusive = small, poorly fitted or top-dose-only effect, or another doubt; inactive = no such curve, though single readings can be large or run the other way;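 also: 0% = wells with enzyme and -100% = buffer wells without enzyme; nearly all actives have a fitted effect of over 50% in size; many of its hits are not listed in these tables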
Target sequence (B2RXH2 1-337 limits assumed): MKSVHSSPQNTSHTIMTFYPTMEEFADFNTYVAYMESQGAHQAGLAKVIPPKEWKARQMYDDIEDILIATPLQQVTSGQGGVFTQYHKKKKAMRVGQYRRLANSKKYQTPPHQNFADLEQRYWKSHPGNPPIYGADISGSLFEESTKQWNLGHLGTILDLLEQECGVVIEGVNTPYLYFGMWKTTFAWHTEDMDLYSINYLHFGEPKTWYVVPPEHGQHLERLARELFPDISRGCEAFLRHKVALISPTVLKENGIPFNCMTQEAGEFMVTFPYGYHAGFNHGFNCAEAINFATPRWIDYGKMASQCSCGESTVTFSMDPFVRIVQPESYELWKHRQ
TRb SRC2 PPI = TRbeta-SRC2 interaction inhibition | TRbeta-SRC2 peptide binding, fluorescence polarization; receptor liganded with 1 µM T3 | Potency, µM (highest dose often 106 µM), for the others: at the highest dose activity change, negative = inhibition, usual class: inhibitors | AID 1469 | 280,000 tested, 0.065% active;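 also: plate controls were bound peptide for no effect and peptide without receptor for full effect; nearly all actives have a fitted effect of over 50% in size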
Target sequence (P10828 whole entry, looked up): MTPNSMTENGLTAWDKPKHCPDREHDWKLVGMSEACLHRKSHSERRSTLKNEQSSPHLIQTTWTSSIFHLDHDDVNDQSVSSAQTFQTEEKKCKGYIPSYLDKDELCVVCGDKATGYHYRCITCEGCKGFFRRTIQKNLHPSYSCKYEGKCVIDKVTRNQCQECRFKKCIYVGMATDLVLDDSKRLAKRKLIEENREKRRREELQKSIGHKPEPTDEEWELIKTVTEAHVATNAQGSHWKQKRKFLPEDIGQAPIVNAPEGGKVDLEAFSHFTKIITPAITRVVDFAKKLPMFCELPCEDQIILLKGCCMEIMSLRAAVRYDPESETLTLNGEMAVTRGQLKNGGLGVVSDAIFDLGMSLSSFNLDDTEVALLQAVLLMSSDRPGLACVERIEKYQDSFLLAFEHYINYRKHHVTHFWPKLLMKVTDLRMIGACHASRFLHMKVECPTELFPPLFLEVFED
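Human TRb ligand-binding domain (0.6 uM) is mixed with 20 nM Texas Red SRC2 peptide and 1 uM T3; after compound addition and 5 hr at ambient temperature, polarization is measured and normalized to unbound and bound controls.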
RGS12 GoLoco inh = inhibitors of human Gai1-RGS12 GoLoco interaction (red fluorophore); P63096; Gai1:RGS12 GoLoco peptide FP, rhodamine, 10 min; Potency, µM (titrated, usually from 61.6 µM), for the others: at the top dose activity, negative = inhibition, usual class: inhibitors; 230,000 tested, 0.44% active; AID 880; active = well fitted inhibition curve with a large enough effect, not every such curve was filed as active; inactive = no such curve, though single readings can be large or run the other way; also: % is scaled to controls: 0 for no effect and ±100 for the full control effect; nearly all actives have a fitted effect of over 30% in size; many of its hits are not listed in these tables
ALDH1A1 inh = ALDH1A1 (human) enzyme inhibition | P00352 | Purified ALDH1A1, NADH fluorescence, propionaldehyde substrate | Potency, µM (top dose mostly 75.3 µM), without a hit: top-dose activity, negative = inhibition, most hits filed as inhibitors | 220,000 tested, 7.3% active; active = well fitted inhibition curve with a large enough effect, not every such curve was filed as active; inconclusive = small, poorly fitted or top-dose-only effect, or another doubt; inactive = no such curve, though single readings can be large or run the other way;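 also: plate controls were no enzyme wells and a reference inhibitor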
Lamin A splicing = LMNA splicing modulation; HeLa LMNA splicing GFP/RFP minigene ratio, 48 h; Potency, µM (titrated, usually from 46.1 µM), for inactives: at the top dose ratio change, negative = inhibition, hits mostly inhibitors; 200,000 tested, 0.01% active; active = well fitted inhibition curve with a large enough effect in the signal ratio, with a control signal flat, not every such curve was filed as active; inconclusive = small, poorly fitted or top-dose-only effect, or effect the other way, or a change in a side signal; the % refers to the signal ratio; also: % is scaled to controls: 0 for no effect and ±100 for the full control effect
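S3 HeLa cells stably expressing lamin A-EGFP splicing minigene plus DsRed2, 600 cells/well, 48 h compound exposure at 37C. Laser-scanning cytometry; analysed as GFP (500-530 nm)/RFP (575-640 nm) total intensity ratio; 0.5% DMSO vehicle.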
TexasRed fluor = alters Texas Red total fluorescence, flagging assay interference; Potency, µM (highest dose often 106 µM), for inactives: top-dose fluorescence change, negative = quenching; 280,000 tested, 0.29% active; TRb/SRC2 Texas Red total fluorescence interference; active = well fitted curve in either direction with a large enough effect; inconclusive = small, poorly fitted or top-dose-only effect; also: % is scaled to controls: 0 for no effect and ±100 for the full control effect
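Human TRβ ligand-binding domain (0.6 uM) and Texas Red SRC2 peptide (20 nM) in Tris buffer with 1 uM T3 and 5% DMSO were incubated with pinned compound for 5 hr at ambient temperature. Total fluorescence was computed as S + 2P (555/632 nm).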
SMN2 splice up = SMN2 splice variant enhancement; HEK293 SMN2-luciferase splicing reporter, luminescence, 30-36 h; Potency, µM (titrated, usually from 46.1 µM), for the others: at the highest dose activity change, positive = activation, actives largely listed as activators; 210,000 tested, 2.8% active; also: % of control where 0% means no effect; nearly all actives have a fitted effect of over 55% in size
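HEK293 cells carry an SMN2 minigene-luciferase reporter in which exon 7 inclusion puts luciferase in frame. Cells were seeded at 2000 cells/well, attached for 10-12 hours, then exposed to compounds for 30-36 hours at 37C before ONE-Glo luminescence.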
RECQ1 inh = blocks DNA unwinding by human RECQ1; P46063; Potency, µM (series often up to 57.3 µM), for inactives: at the top dose activity, negative = inhibition, most hits filed as inhibitors; AID 2549; 240,000 tested, 0.54% active; RECQ1 DNA unwinding, red fluorescence kinetic read;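 also: plate controls were vehicle for no effect and no enzyme for full effect; nearly all actives have a fitted effect of over 30% in size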
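50 nM RECQ1T1 preincubated 15 min with compound in Tris pH 8.0 buffer with MgCl2, DTT, Tween-20 and 2.5 ug/ml poly(dI-dC); started with 200 nM TAMRA/BHQ-2 forked duplex and 2 mM ATP. Unwinding read as fluorescence (525/598 nm), two reads 2 h apart.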
Numbers without * were called inactive; i = inactive; ? = inconclusive; . = no result given; [ ] = dose if it differs, or a comment. Unless noted, calls follow the shape of the dose curve; as a rule, active = well fitted curve in the direction sought with a large enough effect; inconclusive = small, poorly fitted or top-dose-only effect, or another doubt; inactive = no such curve, though single readings can be large; an effect the other way counts as inactive or inconclusive. Potency is read from the fitted curve at half-maximal effect. A portion of the library, so the mix of outcomes need not match the whole.

Letter code: A = KDM4E inh; B = TRb SRC2 PPI; C = RGS12 GoLoco inh; D = ALDH1A1 inh; E = Lamin A splicing; F = TexasRed fluor; G = SMN2 splice up; H = RECQ1 inh
Cn1c(SCC(=O)Nc2cc(Cl)cc(Cl)c2)nnc1-c1ccc2nonc2c1
  A: -17%	B: 8%	C: 14%	D: .	E: .	F: -2%	G: .	H: -3%
CC1CCN(c2ccc([N+](=O)[O-])cn2)CC1
  A: 3%	B: -14%	C: 4%	D: 11%	E: 2%	F: 1%	G: -1%	H: 15%
CSCC[C@H](NC(=O)OC(C)(C)C)c1nnc(SCc2cccc(F)c2)o1
  A: 6%	B: 0%	C: 6%	D: ?	E: ?	F: -6%	G: -28%	H: -2%
O=C(Cn1c(-c2ccccc2Cl)nc2ccccc21)Nc1cccc(Cl)c1
  A: -6%	B: 5%	C: 5%	D: -4%	E: -3%	F: -14%	G: -6%	H: -1%
O=C(Nc1ccccc1-c1nnn(CC(=O)N2CCCc3ccccc32)n1)c1ccco1
  A: ?	B: -8%	C: 2%	D: ?	E: ?	F: 0%	G: -9%	H: -9%
O=C(Cn1c2c(c(-c3ccccc3Cl)cc1=O)CCC2)NCCCN1CCOCC1
  A: ?	B: 0%	C: 0%	D: .	E: .	F: -2%	G: .	H: -4%
Cc1ccccc1NC(=S)NCc1ccc2c(c1)cc(C)n2C
  A: -11%	B: 6%	C: 0%	D: ?	E: -23%	F: 2%	G: 6%	H: i
Cc1ccc(NC(=O)c2ccc(OC(F)(F)F)cc2)cc1S(=O)(=O)N(C)C
  A: 7%	B: -1%	C: -1%	D: -3%	E: ?	F: -2%	G: -76%[inhibitor]	H: -13%
O=C(Cc1sc(-c2ccccc2)nc1-c1ccccc1)Nc1ccc(Cl)cc1
  A: -3%	B: 10%	C: -7%	D: 4%	E: -6%	F: -1%	G: -46%[inhibitor]	H: -6%
Cc1ccc(S(=O)(=O)NC(N)=NCCc2ccc(Cl)cc2)cc1
  A: 8%	B: 0%	C: 8%	D: ?	E: ?	F: 1%	G: -16%	H: -12%
Cc1ccc(C(=O)N2NC(c3ccccc3F)C3C(=O)N(c4cccc(C)c4)C(=O)C32)cc1 (configuration not stated)
  A: -7%	B: 6%	C: -6%	D: 2.5µM*	E: ?	F: -1%	G: 13%	H: -2%
COc1ccc(-n2c(SCC(=O)Nc3cccc(S(N)(=O)=O)c3)nc3ccccc3c2=O)cc1OC
  A: -6%	B: 4%	C: -9%	D: 16%	E: .	F: 2%	G: .	H: -5%
Cc1ccn(S(=O)(=O)c2ccc(C(C)(C)C)cc2)n1
  A: 4%	B: 2%	C: -1%	D: ?	E: -1%	F: 0%	G: -22%	H: 4%
COc1ccc(Cl)cc1NC(=O)CSc1nnc(-c2ccncc2)n1CC1CCCO1 (configuration not stated)
  A: 5%	B: 1%	C: 6%	D: 0%	E: 1%	F: 1%	G: -11%	H: -2%
COc1ccc(-c2cc(N3C(=O)Nc4ccccc4N3O)n[nH]2)c(OC)c1
  A: 17%	B: 8%	C: 5%	D: 2%	E: 9%[46 µM]	F: 2%	G: -8%	H: 1%
CCC(=O)Nc1ccc(Cl)c(NC(=S)NC(=O)c2ccco2)c1
  A: -6%	B: 0%	C: -4%	D: -4%	E: -4%	F: -2%	G: 4%	H: -2%
O=C(NC12CC3CC(CC(C3)C1)C2)c1cncc(O)c1
  A: ?	B: -6%	C: 2%	D: -5%	E: 2%	F: 2%	G: 12%	H: -1%
Cc1cccc(NC(=S)NC(=O)c2ccc(Br)o2)c1
  A: 9%	B: -1%	C: 4%	D: ?	E: .	F: -4%	G: .	H: i
COCCn1nnnc1C(c1cc2c(C)cc(C)cc2[nH]c1=O)N1CCCCCC1 (configuration not stated)
  A: ?	B: ?	C: -29%	D: ?	E: 23%	F: 4%	G: 0%	H: i
Cc1ccc(NS(=O)(=O)c2cccc(C(=O)O)c2)cc1S(=O)(=O)N1CCCCC1
  A: 6%	B: 9%	C: 3%	D: ?	E: -3%	F: 0%	G: -11%[1.84 µM]	H: -5%

Compound profiles (already shown). Order of values: KDM4E inh	TRb SRC2 PPI	RGS12 GoLoco inh	ALDH1A1 inh	Lamin A splicing	TexasRed fluor	SMN2 splice up	RECQ1 inh
Profile of Cc1ccc(NS(=O)(=O)c2cccc(C(=O)O)c2)cc1S(=O)(=O)N1CCCCC1 : 6%	9%	3%	?	-3%	0%	-11%[1.84 µM]	-5%
Profile of Cc1cccc(NC(=S)NC(=O)c2ccc(Br)o2)c1 : 9%	-1%	4%	?	.	-4%	.	i

Among those listed so far, these contain a tert-butyl group:
Letter code: A = KDM4E inh; B = TRb SRC2 PPI; C = RGS12 GoLoco inh; D = ALDH1A1 inh; E = Lamin A splicing; F = TexasRed fluor; G = SMN2 splice up; H = RECQ1 inh
CSCC[C@H](NC(=O)OC(C)(C)C)c1nnc(SCc2cccc(F)c2)o1
  A: 6%	B: 0%	C: 6%	D: ?	E: ?	F: -6%	G: -28%	H: -2%
Cc1ccn(S(=O)(=O)c2ccc(C(C)(C)C)cc2)n1
  A: 4%	B: 2%	C: -1%	D: ?	E: -1%	F: 0%	G: -22%	H: 4%

Remaining list, next part
Letter code: A = KDM4E inh; B = TRb SRC2 PPI; C = RGS12 GoLoco inh; D = ALDH1A1 inh; E = Lamin A splicing; F = TexasRed fluor; G = SMN2 splice up; H = RECQ1 inh
CCOC(=O)CSc1cc(CS(C)(=O)=O)nc(-c2ccccn2)n1
  A: 10%	B: 0%	C: 0%	D: 6%	E: -1%[9.22 µM]	F: -1%	G: -1%	H: -1%
COc1ccc(CN2CCCC2C(=O)Nc2ccc(OC)c(OC)c2)cc1OC (configuration not stated)
  A: 2%	B: 1%	C: .	D: -4%	E: 0%	F: -1%	G: .	H: -3%
CC1CN(C(=O)c2ccncc2)CC(C)O1 (configuration not stated)
  A: -9%	B: -3%	C: 6%	D: 13%	E: -7%	F: -3%	G: 2%	H: -2%
NC(=O)C1CCN(C(=O)CCCCCn2c(=O)[nH]c3ccsc3c2=O)CC1
  A: ?	B: -20%	C: 8%	D: ?	E: 5%	F: -3%	G: -12%	H: -2%
O=C1NC(c2cn(-c3ccccc3)nc2-c2cccs2)C(C(=O)c2cccnc2)C(O)(C(F)(F)F)N1 (configuration not stated)
  A: -5%	B: 5%	C: -3%	D: ?	E: 13%	F: -6%	G: -8%	H: -14%
Cc1ccc(C(=O)NNC(=O)C2CCN(Cc3ccc(Cl)c(Cl)c3)CC2)cc1
  A: 1%	B: 0%	C: 3%	D: 5%	E: 6%	F: 0%	G: -34%[inhibitor]	H: -3%
c1cn2cc(-c3ccc4c(c3)OCO4)nc2s1
  A: 1%	B: -5%	C: -7%	D: 8.9µM*	E: 9%	F: -1%	G: 13µM*	H: -6%
Cc1ccccc1NC(=O)/C=C/c1cccc(C(F)(F)F)c1
  A: ?	B: 0%	C: .	D: 1%	E: 1%	F: -2%	G: .	H: i
CCOc1ccc2nc(Cl)c(C3CC(c4ccco4)=NN3S(=O)(=O)c3ccccc3)cc2c1 (configuration not stated)
  A: ?	B: 1%	C: 15%	D: -3%	E: 2%	F: 1%	G: ?	H: -22%
CS(=O)(=O)N(CC(=O)NCCSCc1c(F)cccc1Cl)c1ccc2c(c1)OCO2
  A: -6%	B: -13%	C: -4%	D: 2.5µM*	E: -11%	F: -4%	G: -18%	H: -11%
COc1ccc(NC(=O)CCNS(=O)(=O)c2ccc3c(c2)c(=O)n(C)c(=O)n3C)c(OC)c1
  A: 10%	B: -7%	C: 4%	D: 2%	E: -6%	F: 0%	G: -5%	H: 0%
CCOC(=O)CCc1c(C)n(CC)c2cc(-c3ccccc3OC)nn2c1=O
  A: ?	B: -1%	C: 9%	D: ?	E: -2%	F: -4%	G: -16%	H: -6%
COC(CNC(=O)C1CCCN(S(=O)(=O)c2c(C)noc2/C=C/c2cccs2)C1)OC (configuration not stated)
  A: -15%	B: 9%	C: -2%	D: -6%	E: ?	F: 0%	G: -61%[inhibitor]	H: -6%
Cc1cc(NC(=O)CSc2nnc(-c3cccnc3)n2C2CCCCC2C)no1 (configuration not stated)
  A: 6%	B: 13%	C: -2%	D: -5%	E: 7%	F: 0%	G: 9%	H: -4%
CCN(CC)CCNCc1ccc(Br)cc1OCC(=O)NCc1ccccc1
  A: -11%	B: 5%	C: 8%	D: 0%	E: 9%[46 µM]	F: -1%	G: -16%	H: i
COc1cc2ccccc2cc1C(=O)NCC(c1cccs1)N(C)C (configuration not stated)
  A: ?	B: 2%	C: 2%	D: ?	E: ?	F: 1%	G: ?	H: 5%
O=C(NC1CCCCCCC1)c1ccc(S(=O)(=O)N2CCCC2)cc1
  A: 12%	B: -9%	C: 9%	D: ?	E: -8%	F: -4%	G: -9%	H: i
CCOC(=O)c1oc2ccc(OC)cc2c1NC(=O)CN1CCN(C)CC1
  A: ?	B: 0%	C: 8%	D: ?	E: 1%	F: -4%	G: 9%	H: -2%
CCn1c(SCC(=O)Nc2nc3ccccc3s2)nnc1-c1ccc(Br)cc1
  A: -5%	B: 2%	C: 1%	D: -5%	E: 5%	F: -1%	G: -12%	H: -12%
O=C(NNS(=O)(=O)c1ccc([N+](=O)[O-])cc1)c1cnn(-c2ccccc2)c1-n1cccc1
  A: -4%	B: 2%	C: -45%	D: ?	E: -4%	F: 2%	G: 0%	H: -9%
CN1CCN(CC(O)COc2ccc(OCC(O)CN3CCN(C)CC3)cc2)CC1 (configuration not stated)
  A: ?	B: 1%	C: 12%	D: 5%	E: -11%	F: -1%	G: -25%	H: 5%
CC1CCN(S(=O)(=O)c2cccc(C(=O)NCc3ccco3)c2)CC1
  A: 1%	B: -2%	C: 10%	D: 3%	E: -16%	F: -5%	G: 22%	H: -4%
CCCc1cc(=O)n2[nH]c(-c3ccco3)nc2n1
  A: ?	B: -6%	C: 12%	D: ?	E: -1%	F: 0%	G: -12%	H: i
COc1ccc(-c2cc(C(F)(F)F)nc(S(=O)(=O)CCC(=O)N3CCOCC3)n2)cc1
  A: ?	B: 11%	C: 8%	D: ?	E: -4%	F: 1%	G: ?	H: -2%
